hgDAF12 agonist: H. glycines DAF-12 receptor agonists, primary screen, cell-based, luminescence, HEK293, GAL4 fusion, UAS-luciferase; actives 1.8% (n = 370,000); AID 687014, 2013; Nuclear hormone receptor DAF-12 (Heterodera glycines), GAL4 fusion; HEK293 GAL4-hgDAF12 UAS-luciferase reporter, agonist luminescence; normalized to butyrate control; activation, % at 6.8 µM;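 active = activation above a cutoff set at the mean of all screened compounds plus 3 SD, cut at about 10% in these data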;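 note: 0% = DMSO wells and 100% = sodium butyrate wells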
NPR1 activator: GC-A stimulated cGMP production enhancers – HEK293 GC-A cells, cGMP TR-FRET, EC30 ANP, primary screen. Atrial natriuretic peptide receptor 1 (Homo sapiens), P16066. 0% at EC30 ANP, 100% saturating ANP. activation, % at 10 µM. actives 0.14% (n = 370,000); in the data active = activation above about 40%
ssDAF12 agonist: S. stercoralis DAF-12 nuclear receptor activators, primary screen, cell-based, luminescence, HEK293, GRIP1 co-expression, lit1-tk-luc; actives 1% (n = 370,000); activation, % at 6.8 µM; HEK293 ssDAF-12/GRIP1 lit1-tk-luc reporter; % of 3 µM dafachronic acid response;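 active = activation above the mean over all tested compounds plus 3 SD, cut at about 0.9% in these data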;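 note: 0% = DMSO-only wells and 100% = 3 µM delta7-dafachronic acid wells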
PG9 Ab binder: binders of HIV-1 gp120 antibody PG9, primary screen, biochemical, TR-FRET; HIV-1 gp120 / PG9 antibody interaction; TR-FRET gp120-PG9 antibody binding; inhibition, % at 6.7 µM; actives 0.43% (n = 360,000); AID 624416, 2012; in the data active = inhibition above about 8.5%
ADAM17 inh: ADAM17 inhibitors, primary screen, biochemical, QFRET. inhibition, % at 6.95 µM. actives 0.83% (n = 370,000). AID 720648, 2013. recombinant ADAM17, EDANS/DABCYL FRET peptide cleavage;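 active = inhibition above the mean of compounds lying between control limits plus 3 SD, set per campaign, cut at about 8.5% in these data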;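 note: 0% = DMSO-only wells as the low control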
hcDAF-12 act: H. contortus DAF-12 nuclear receptor activators, primary screen, cell-based, luminescence, HEK293, lit1-tk-luc reporter | HEK293 hcDAF-12 lit1-tk-luc reporter; 0% DMSO, 100% Δ7-dafachronic acid | activation, % at 6.8 µM | AID 652067, 2013 | actives 1.4% (n = 370,000);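 active = activation above the mean of all tested compounds plus 3 SD, cut at about 5.5% in these data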;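 note: 100% = response to 3 µM Δ7-dafachronic acid high control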
DAX1 inh-1: DAX1 (NR0B1) inhibitors on StAR promoter, primary screen, cell-based, luminescence, SF-1 (NR5A1), full-length DAX-1. HEK293T StAR-luciferase reporter, SF-1/DAX-1 repression relief. actives 1.1% (n = 370,000). AID 652010, 2013. inhibition, % at 6.8 µM;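 active = inhibition above the mean over all tested compounds plus 3 SD, cut at about 3.6% in these data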;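 note: 0% = DAX-1 cells with DMSO and 100% = cells lacking DAX-1 with DMSO; higher inhibition means more luminescence from relief of DAX-1 repression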
FXN GAA850 act: FXN promoter activators, primary screen, cell-based, luciferase luminescence, HEK293 lucGAA850; HEK293 lucGAA850 FXN promoter luciferase reporter, 24 h; percent of 10 µM SAHA response; actives 0.56% (n = 360,000); activation, % at 6 µM; AID 540364, 2011;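 active = activation above the average of all compounds screened plus 3 SD, cutoff fixed separately per campaign, cut at about 7.5% in these data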;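 note: 0% = DMSO wells and 100% = 10 µM SAHA wells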
DAX1 inh-2: DAX1 (NR0B1) inhibitors, primary screen, cell-based, HEK293, Gal4-DAX1, luciferase luminescence | HEK293 Gal4-DAX1 luciferase reporter | Nuclear receptor subfamily 0 group B member 1 (Homo sapiens), P51843 | AID 504766, 2011 | actives 0.99% (n = 340,000) | inhibition, % at 6.75 µM;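 active = inhibition above the mean over all tested compounds plus 3 SD, cut at about 4.2% in these data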;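 note: 0% = DAX1-transfected cells with DMSO and 100% = empty-vector control cells with DMSO; inhibition shows as a rise in luminescence from relieved DAX1 repression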
Target sequence (P51843 207-470 limits assumed): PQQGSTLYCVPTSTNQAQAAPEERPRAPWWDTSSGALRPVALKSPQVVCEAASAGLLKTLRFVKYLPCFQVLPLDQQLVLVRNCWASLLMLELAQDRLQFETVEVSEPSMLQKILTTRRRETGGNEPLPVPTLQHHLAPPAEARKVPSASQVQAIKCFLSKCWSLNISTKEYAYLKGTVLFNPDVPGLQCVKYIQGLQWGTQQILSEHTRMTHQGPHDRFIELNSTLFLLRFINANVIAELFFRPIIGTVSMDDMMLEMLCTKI
ADAM10 inh: human ADAM10 inhibitors, primary screen, biochemical, QFRET, HTS; inhibition, % at 7 µM; AID 720582, 2013; recombinant ADAM10, EDANS/DABCYL FRET peptide cleavage, 3 h; actives 0.62% (n = 370,000);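 active = inhibition above a per-campaign cutoff equal to the mean of compounds falling between control-based bounds plus 3 SD, cut at about 20% in these data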;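 note: 0% = DMSO wells while the 100% control is not disclosed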
Target sequence (O14672 214-748 limits assumed): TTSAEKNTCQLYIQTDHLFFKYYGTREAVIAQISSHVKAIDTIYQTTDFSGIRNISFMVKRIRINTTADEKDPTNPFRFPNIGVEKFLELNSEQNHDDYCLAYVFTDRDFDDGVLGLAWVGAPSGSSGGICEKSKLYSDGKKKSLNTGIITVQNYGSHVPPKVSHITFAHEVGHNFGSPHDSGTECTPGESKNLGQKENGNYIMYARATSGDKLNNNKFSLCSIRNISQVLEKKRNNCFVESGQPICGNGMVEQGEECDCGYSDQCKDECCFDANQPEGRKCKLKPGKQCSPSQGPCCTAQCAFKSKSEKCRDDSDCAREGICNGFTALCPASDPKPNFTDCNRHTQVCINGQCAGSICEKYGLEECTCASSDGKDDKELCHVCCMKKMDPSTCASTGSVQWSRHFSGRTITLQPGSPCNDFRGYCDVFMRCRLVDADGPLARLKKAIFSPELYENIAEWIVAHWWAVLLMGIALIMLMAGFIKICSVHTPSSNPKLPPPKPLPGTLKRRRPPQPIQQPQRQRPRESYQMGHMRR
SMARCA2 activ: SMARCA2 (BRM) function activators, primary screen, cell-based, luminescence, high throughput; activation, % at 9.1 µM; MG213 cells, MMTV-luciferase reporter, dexamethasone, overnight; actives 1% (n = 370,000); in the data active = activation above about 7.8%;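 note: 0% = vehicle wells and 100% = reference activator wells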
Starred values were filed as active, the others as inactive; i = inactive; . = not tested or not shown.

SMILES	hgDAF12 agonist	NPR1 activator	ssDAF12 agonist	PG9 Ab binder	ADAM17 inh	hcDAF-12 act	DAX1 inh-1	FXN GAA850 act	DAX1 inh-2	ADAM10 inh	SMARCA2 activ
Cc1ccc(Cc2c(-c3ccccc3)nc3c(C)cc(Br)cn23)cc1	0.1	15	-0.5	3.8	-6	2.7	-1.1	.	.	-15	-1
O=C(Nc1ccc2oc(-c3ccccc3)nc2c1)C1CCCO1 (centres undefined)	28*	5	1.2*	-0.1	-194	5.1	3.4	6.2	3.7	i	5
CCOC(=O)N1CCN(C(=O)COc2ccc(Cl)cc2C)CC1	-3.4	-2	-1.4	1.1	1	-1.1	-0.3	1.7	-0.6	1	3
CCn1c(Cc2cccs2)nnc1SCC(=O)c1ccc(C)cc1	1.3	-3	-1.8	-2.8	9.2*	-0.3	-0.4	2.3	0.5	6	-1
CCN(Cc1ccccc1)C(=O)CSc1nc(C)cc(C)c1C#N	1.7	-5	-0.8	-2.9	-4	-2.9	-2.0	-2.9	1.0	-9	0
CSC1=C(C#N)C(c2ccncc2)C(C(=O)Nc2ccccc2)=C(C)N1 (centres undefined)	-4.2	-11	-1.6	-1.9	-7	-1.5	-0.3	-1.8	1.5	-15	-3
CCOc1ccc(OCCCC(=O)Nc2cc(S(=O)(=O)N3CCOCC3)ccc2N2CCOCC2)cc1	0.6	0	-0.9	-0.6	-4	-1.2	0.4	2.8	0.7	-7	-2
CCCCN(CC)Cc1ccc(CNC(=S)Nc2cccc(F)c2)o1	0.7	0	-2.0	0.0	-4	-1.0	-0.2	-3.0	1.5	-1	2
C=CCNC(=O)CC1C(=O)NCCN1Cc1c(F)cccc1Cl (centres undefined)	-1.6	-1	-1.5	-0.4	-1	-0.7	0.4	1.1	-0.1	1	1
C=CC[C@@H](CC(=O)N(CCO)Cc1ccccc1)C(=O)N[C@@H](C)COC(=O)[C@@H](CC=C)Cc1ccc(F)cc1	-4.0	-6	-1.7	-1.4	2	-2.9	-1.4	-5.5	-0.1	13	1
COCCNC(=O)[C@@]1(C)C=C[C@@H](Cc2ccccc2)N1C(=O)c1ccccc1	2.5	3	-0.7	0.4	-1	0.5	0.6	1.4	0.8	-3	5
CN1CCN(CC(=O)Nc2cc(N3CCOCC3)ccc2[N+](=O)[O-])CC1	1.1	3	-1.6	4.7	-4	-0.4	0.3	2.7	2.0	0	0
O=C(OCc1nnc(-c2ccccc2)o1)c1ccc2ccccc2n1	2.2	0	-1.0	1.1	-3	2.1	0.3	-1.4	-0.3	-10	3
COc1ccc(CCN2Cc3c(cccc3[N+](=O)[O-])C2=O)cc1OC	2.2	-1	-0.7	-1.2	0	-1.2	-0.1	0.8	-1.4	11	-1
Cc1cccc(NC(=O)c2cc(NC(=O)C3CC=CCC3C(=O)O)ccc2N2CCOCC2)c1 (centres undefined)	0.0	1	-1.4	-1.7	-2	-0.6	-0.2	0.3	-0.2	-7	-3
O=C(Cn1cnc2c(nnn2Cc2ccccc2F)c1=O)NCC1CCCO1 (centres undefined)	-1.6	3	-0.8	0.3	4	-1.4	-0.2	0.8	-0.5	5	-1
Cc1nc2ncnn2c(N2CCCC(C(=O)Nc3ccc4c(c3)CCC4)C2)c1C (centres undefined)	-7.4	1	-2.9	-2.6	-1	-5.0	-3.2	-2.1	-0.8	0	-4
CC(C)C[C@@H]1COc2cc(Br)ccc2S(=O)(=O)N1Cc1cn(Cc2ccc(C(F)(F)F)cc2)nn1	1.0	5	-1.7	.	-1	-1.5	0.2	.	.	3	3
O=C(CCC(=O)n1ncc2ccccc21)NCc1ccccc1Cl	-2.5	2	-0.9	-0.9	-5	4.7	-0.8	2.5	0.0	-8	-2
Cc1cc(NC(=S)NC(=O)C2CC2)ccc1Br	10	10	0.4	-2.8	3	8.8*	1.4	4.8	4.9*	6	7

Next part, overlapping the part above by 2 compounds.
SMILES	hgDAF12 agonist	NPR1 activator	ssDAF12 agonist	PG9 Ab binder	ADAM17 inh	hcDAF-12 act	DAX1 inh-1	FXN GAA850 act	DAX1 inh-2	ADAM10 inh	SMARCA2 activ
O=C(CCC(=O)n1ncc2ccccc21)NCc1ccccc1Cl	-2.5	2	-0.9	-0.9	-5	4.7	-0.8	2.5	0.0	-8	-2
Cc1cc(NC(=S)NC(=O)C2CC2)ccc1Br	10	10	0.4	-2.8	3	8.8*	1.4	4.8	4.9*	6	7
COc1ccc(CN(C)Cc2nc3cc(OC)c(OC)cc3c(=O)[nH]2)c(OC)c1	-1.8	-5	-1.2	0.2	1	-1.3	-0.2	1.4	2.0	-4	-3
O=C(/C=C/c1ccccc1)Nc1ccc(C(=O)N2CCCCC2)cc1	4.5	0	-1.0	-1.0	0	-1.2	0.1	3.5	-1.1	11	0
CCC1=NN(C(=O)c2ccc([N+](=O)[O-])cc2)C(O)(c2ccccc2)C1 (centres undefined)	0.1	-5	-0.6	-1.4	3	-2.6	0.2	-0.2	-2.1	1	1
O[C@H]1C[C@H](c2ccc(Cl)cc2)N(Cc2cccs2)C[C@@H]1n1cc(-c2ccc(F)cc2)nn1	0.8	-5	-0.5	1.6	-2	-0.6	0.2	0.6	0.4	-14	-4
Cc1ccc(CNC(=O)N2CCN(S(=O)(=O)c3ccccc3)CC2)cc1	-1.3	0	-0.7	-0.3	1	0.4	0.1	0.2	-0.9	7	2
COc1ccccc1CCC(=O)Oc1ccc(C#N)cc1OC	0.3	3	-1.1	-2.6	-3	-0.2	-0.4	1.8	0.2	-11	1
COc1ccc(-c2nc(CN(C)C(C)c3ccon3)c(C)o2)c(C)c1C (centres undefined)	-2.4	2	-1.9	-4.3	2	-2.0	-1.2	1.4	-1.6	-1	-1
Cc1ccc(NC(=O)CSc2nnc(CNC(=O)c3ccccc3F)o2)cc1Cl	0.6	0	-0.9	-2.9	3	-3.0	-0.5	2.0	-0.5	2	-3
CCc1ccc(C(=O)CN2C(=O)NC(C)(CCc3ccccc3)C2=O)cc1 (centres undefined)	-1.1	-4	-0.9	1.1	0	-2.3	-0.3	1.7	-0.4	8	-2
COc1ccccc1NC(=O)[C@@H]1CCCN1S(=O)(=O)c1ccc(Cl)cc1	-0.5	3	0.1	-0.4	-3	-0.8	-1.1	0.7	1.1	-12	-1
O=C(Cn1sc2ccccc2c1=O)Nc1ccc(Cl)cc1	0.5	11	-1.1	-0.2	-4	0.7	-0.1	-7.0	-0.7	-8	3
Nc1nc(-c2cccc(NS(=O)(=O)c3ccccc3)c2)cs1	-1.4	-3	-1.6	0.1	1	-1.1	-0.2	1.6	-0.9	3	2
CCc1nnc(NCC(=O)N2CCc3ccccc32)s1	-0.1	-3	-0.3	1.5	-3	2.2	-0.2	-0.4	1.1	-5	-1
Cc1cnc(C(=O)OCC(=O)c2cc(C)n(CCc3ccc(F)cc3)c2C)cn1	-2.0	-3	-0.9	2.1	1	0.3	-1.4	-0.1	2.9	-2	-1
CCCCCCn1c(N2CCCC2)nc2c1c(=O)[nH]c(=O)n2C	-1.7	-8	-1.7	-1.3	-2	-3.0	-0.2	1.3	-2.5	-10	3
O=C(N/C(=C/c1ccc(Br)cc1)c1nc2ccccc2[nH]1)c1ccco1	3.1	-1	0.3	-4.3	-21	1.6	0.2	0.7	0.0	-46	0
CCN(CC)S(=O)(=O)c1ccc(OC)c(NC(=O)OCc2ccccc2)c1	-1.2	2	-1.2	0.5	-2	1.3	-0.2	3.4	-0.8	2	-2
Cc1ccnc2nc(C(=O)Nc3nc4ccccc4s3)nn12	13*	0	1.0*	0.7	-4	6.3*	4.3*	1.6	1.7	-3	11*
COc1ccccc1NC(=S)NCCc1ccc(S(N)(=O)=O)cc1	-2.0	2	-1.1	-1.0	3	5.9*	-0.3	-2.9	0.3	5	-5
O=C(Nc1cc(C(F)(F)F)ccc1Cl)C(Sc1n[nH]c(=O)[nH]c1=O)c1ccccc1 (centres undefined)	1.4	-4	-0.2	-2.2	-1	2.2	-0.1	0.6	1.3	6	3
COc1ccccc1C(=O)Nc1ccccc1N1CCN(C(=O)c2ccc(Cl)cc2)CC1	-2.6	-10	-1.4	-0.8	3	-3.5	-3.5	3.0	-0.6	16	0
Cc1ccccc1NC(=O)Cc1nc(COC(=O)c2ccc([N+](=O)[O-])cc2)cs1	-1.3	-3	-1.0	1.0	-3	0.8	1.8	0.1	-0.4	-8	-6
Cc1ccccc1S(=O)(=O)N(CC(O)CN1CCCCC1)c1ccccc1 (centres undefined)	4.3	-2	-1.0	-0.5	-1	-0.1	-0.3	0.5	0.7	-4	-1
CC1CCCCC1NC(=O)Cn1ncc2ccccc21 (centres undefined)	0.8	-1	-0.9	-0.7	1	3.6	0.3	-1.3	-0.3	-2	-1
CCN(C[C@H]1N[C@@](CC)(C(=O)OC)[C@H]2C(=O)N(Cc3ccccc3)C(=O)[C@@H]12)S(=O)(=O)c1ccc(C)cc1	-2.2	-1	-1.3	0.1	0	-1.5	-1.3	10*	-0.2	9	-2
CSc1cccc(NC(=O)CCNC(=O)c2ccco2)c1	0.6	1	-2.3	-1.3	-2	-1.8	-0.8	0.6	1.2	5	4
CCn1cc(C(=O)N2CCN(Cc3ccc(C)cc3)CC2)c(=O)c2ccc(C)nc21	-0.4	-3	-1.1	.	1	-0.7	-0.3	.	.	-12	2
Fc1ccc(Cn2nnnc2CN2CCN(C3CCCCC3)CC2)cc1	-0.5	2	-1.9	0.7	-4	-0.1	0.1	-2.6	-1.3	5	-1
CC1CCc2c(nc3ncnn3c2N2CCN(c3ccccc3F)CC2)C1 (centres undefined)	2.0	1	-0.7	2.5	-2	-1.3	-0.5	-1.1	-0.3	-1	-2
CC1CCN(C(=O)c2cccc(NC(=O)c3cccs3)c2)CC1	0.2	-1	-1.2	-1.4	0	-1.0	-0.4	1.6	-0.6	7	0
CCN(CC)CCN1C(=O)C(=O)/C(=C(/O)c2ccc(C)cc2)C1c1cccnc1 (centres undefined)	2.1	2	-1.9	2.4	3	-0.6	0.6	1.0	1.4	7	1
CCOc1ccc(S(=O)(=O)NCCC(=O)N2CCC(Cc3ccccc3)CC2)cc1	-4.1	1	-0.3	-1.3	5	-0.7	-3.9	-0.6	0.1	9	-1
Cc1ccccc1OCC(=O)OCC(=O)NC1CCCCCC1	0.1	2	-0.9	1.6	4	-0.3	0.5	-1.4	0.3	-9	-2
CN(C)CCOC1(Cc2ccc(F)cc2)CCC(C(C)(C)C)CC1 (centres undefined)	0.8	-28	-1.3	-1.2	-3	-1.0	-0.9	0.1	1.0	-6	-3

Rows were taken by chance. About 6.8% of those tested had a hit in this group.
